# VHR inh abs – DUSP3 (human) phosphatase inhibition; P51452; recombinant VHR phosphatase, pNPP absorbance; inhibition, % at 13.3 µM; 0.52% of 290,000 active; in the data active = inhibition above about 50%; note: some compounds called inactive have numbers as strong as hits
# Target sequence (P51452 whole entry, looked up): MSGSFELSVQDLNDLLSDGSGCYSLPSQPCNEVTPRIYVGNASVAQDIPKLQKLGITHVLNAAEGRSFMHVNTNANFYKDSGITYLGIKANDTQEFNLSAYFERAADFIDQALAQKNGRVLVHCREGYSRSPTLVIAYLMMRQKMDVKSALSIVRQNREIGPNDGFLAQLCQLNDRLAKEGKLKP
# CCHFV vOTU inh – CCHFV vOTU protease inhibition. Pep-AMC fluorescence. inhibition, % at 11.5 µM. 0.55% of 370,000 active; note: 0% = vehicle wells with enzyme and 100% = no enzyme wells
# FBA Mtb inh – inhibits M. tuberculosis FBA enzyme; inhibition, % at 1 µM; purified M. tuberculosis FBA, fluorescence read-out; AID 588726; 2.3% of 360,000 active; in the data active = inhibition above about 27%;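 note: 0% = vehicle and 100% = reference inhibitor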
# Target sequence (P9WQA3 whole entry, looked up): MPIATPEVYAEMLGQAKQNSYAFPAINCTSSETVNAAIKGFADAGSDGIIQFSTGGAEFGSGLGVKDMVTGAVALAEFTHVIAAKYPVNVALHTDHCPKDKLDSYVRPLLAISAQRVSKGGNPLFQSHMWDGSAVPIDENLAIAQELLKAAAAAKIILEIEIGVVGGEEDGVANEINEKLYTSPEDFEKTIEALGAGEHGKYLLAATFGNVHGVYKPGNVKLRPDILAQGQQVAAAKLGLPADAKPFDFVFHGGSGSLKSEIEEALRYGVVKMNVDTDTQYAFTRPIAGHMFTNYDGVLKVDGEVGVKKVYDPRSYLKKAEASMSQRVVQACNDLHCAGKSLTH
# MazF activator – MazEF (E. coli) toxin RNase activation; AID 504720; FAM/BHQ RNA-DNA oligo cleavage fluorescence, 5 h; 0.32% of 350,000 active; P0AE70; activation, % at 20 µM; in the data active = activation above about 50%
# Target sequence (P0AE70 whole entry, looked up): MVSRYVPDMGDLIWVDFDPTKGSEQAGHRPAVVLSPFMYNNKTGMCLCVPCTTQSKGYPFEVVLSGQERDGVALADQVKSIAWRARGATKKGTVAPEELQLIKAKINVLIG
# Rv3671c protease – Rv3671c (M. tuberculosis) protease inhibition | P9WHR9 | inhibition, % at 5.96 µM | 0.048% of 320,000 active | AID 2606; in the data active = inhibition above about 38%;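 note: extracellular domain of Rv3671c used as enzyme; 0% = enzyme with DMSO and 100% = no enzyme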
# Target sequence (P9WHR9 whole entry, looked up, the tested form may be a part): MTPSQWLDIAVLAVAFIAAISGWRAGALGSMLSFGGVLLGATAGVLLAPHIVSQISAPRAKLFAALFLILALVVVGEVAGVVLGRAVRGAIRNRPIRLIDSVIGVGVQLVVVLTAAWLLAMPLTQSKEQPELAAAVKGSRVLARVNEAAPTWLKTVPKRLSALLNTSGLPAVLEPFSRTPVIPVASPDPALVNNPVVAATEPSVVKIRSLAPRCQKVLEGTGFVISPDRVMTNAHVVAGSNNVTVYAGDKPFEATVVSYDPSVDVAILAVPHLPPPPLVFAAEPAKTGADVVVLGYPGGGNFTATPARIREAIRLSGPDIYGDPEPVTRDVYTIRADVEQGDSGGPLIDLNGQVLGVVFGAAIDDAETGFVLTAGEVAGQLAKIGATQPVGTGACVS
# FadD28 FP inh – blocks FadD28 binding to the bisubstrate probe; AID 588549; inhibition, % at 12.5 µM; fluorescence polarization; 0.22% of 360,000 active; in the data active = inhibition above about 8.5%, passing the limit was not always enough; inconclusive = no clear call, values can overlap the other calls
# GDH-TPI counter – GDH-TPI coupled enzyme inhibition counter-screen | inhibition, % at 4.8 µM | GDH-TPI coupled enzyme counterscreen, NADH absorbance | 1.2% of 360,000 active;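 note: 0% = DMSO wells and 100% = wells lacking the enzyme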
# BoNT-F LC inh – BoNT F light chain protease inhibition; Multiplex microsphere protease cleavage assay, flow cytometry; inhibition, % at 10 µM; 0.22% of 360,000 active; in the data active = inhibition above about 35%, passing the limit was not always enough; inconclusive = no clear call, values can overlap the other calls; note: plate controls were buffer without enzyme for full effect and enzyme alone for no effect
# Mtb UGM inh – Mtb UDP-galactopyranose mutase inhibition | inhibition, % at 10 µM | P9WIQ1 | 0.06% of 320,000 active | purified UGM, fluorescence polarization probe displacement; in the data active = inhibition above about 10%, passing the limit was not always enough; inconclusive = no clear call, values can overlap the other calls
# Mtb BioA inh – inhibitors of Mycobacterium tuberculosis BioA enzyme; purified M. tuberculosis BioA enzyme, plate reader; inhibition, % at 9.99 µM; 0.096% of 360,000 active; in the data active = inhibition above about 40%; inconclusive = no clear call, values can overlap the other calls
# The depositor's hits bear a star; ? = inconclusive; · = not tested or not shown. Cut-off read from the data, not from the text of the source, unless noted: active = inhibition above about 30%; inactive = the rest.
[1] CN(C)C(=O)c1cnc(Cc2c[nH]c3ccccc23)c(I)c1
[2] COc1cc(NC(=S)N2CCN(C/C=C/c3ccccc3)CC2)cc(OC)c1
[3] CCC(C)NC(=O)c1cc2c(=O)[nH]c3ccc(C)cc3c2s1 (stereo not drawn)
[4] Cc1ccc(NC(=O)CSCC#N)cc1Cl
[5] COc1cccc(NC(=O)c2sc(NC(=O)c3ccncc3)nc2C)c1
[6] O=C(Nc1cccc2c1C(=O)NC2=O)c1cccc(N2C(=O)CCC2=O)c1
[7] Cc1cccc2cc(C#N)c(SCC(=O)Nc3ccccc3N3CCOCC3)nc12
[8] CCN1CCN(C(=O)CN(CC)S(=O)(=O)c2ccc(F)cc2)CC1
[9] CCc1ccc2[nH]c(=O)c(CN(CCN(C)C)C(=O)Nc3ccccc3)cc2c1
[10] Nc1ccn([C@@H]2O[C@H](CNC(=O)[C@@H](N)CSCc3ccccc3)[C@@H](O)[C@H]2O)c(=O)n1
compound no.,1,2,3,4,5,6,7,8,9,10
VHR inh abs,·,23.7,3.0,-8.5,-7.7,25.6,-13.2,22.9,21.3,·
CCHFV vOTU inh,-1.3,0.3,-18.4,6.0,0.3,-6.5,1.1,-8.0,-1.2,9.3
FBA Mtb inh,0.5,1.2,69.6*,3.6,2.7,23.6,-7.5,-1.5,0.1,4.5
MazF activator,·,-10.3,10.8,-6.3,-1.9,8.3,-15.4,-1.1,-13.2,1.5
Rv3671c protease,·,-3.1,-45.6,-3.4,9.7,-1.4,-7.6,-6.1,13.5,·
FadD28 FP inh,0.6,-2.2,-3.4,-2.0,-5.0,-0.1,-19.1,-3.2,-0.8,-1.8
GDH-TPI counter,14.4,-3.3,24.0,7.4,15.4,3.2,-4.3,-8.2,15.2,1.0
BoNT-F LC inh,0.6,-1.4,3.9,2.3,-3.7,-3.6,?,6.0,-1.5,-4.3
Mtb UGM inh,·,-2.4,0.7,0.9,0.6,2.9,1.4,2.1,-1.2,·
Mtb BioA inh,1.9,·,-1.8,·,·,·,0.5,-0.4,1.3,-0.3

# Among those listed so far, two contain a cyano group.
[4] Cc1ccc(NC(=O)CSCC#N)cc1Cl
[7] Cc1cccc2cc(C#N)c(SCC(=O)Nc3ccccc3N3CCOCC3)nc12
compound no.,4,7
VHR inh abs,-8.5,-13.2
CCHFV vOTU inh,6.0,1.1
FBA Mtb inh,3.6,-7.5
MazF activator,-6.3,-15.4
Rv3671c protease,-3.4,-7.6
FadD28 FP inh,-2.0,-19.1
GDH-TPI counter,7.4,-4.3
BoNT-F LC inh,2.3,?
Mtb UGM inh,0.9,1.4
Mtb BioA inh,·,0.5

# Further records
[11] CS(=O)(=O)N1CCC(NC(=O)Cc2ccccc2)CC1
[12] Nc1nnc(SCC(=O)NC2CCCc3ccccc32)s1 (stereo not drawn)
[13] Clc1nc2ccccc2cc1/C=N/Nc1nc2ccccc2[nH]1
[14] Cc1cc(C)c(NC(=O)CNC(=O)Cc2ccc(S(=O)(=O)N3CCOCC3)s2)c(C)c1
[15] Cc1ccc(-c2nc3ccccc3[nH]2)cc1NC(=O)c1sc2ccccc2c1Cl
[16] CCC(C)NC(=O)C1CCC(CNS(=O)(=O)c2ccc3c(c2)CC(C)N3C(C)=O)CC1 (stereo not drawn)
[17] CCC1(CC)Cc2ccccc2-c2nc(CN3CCOCC3)[nH]c(=O)c21
[18] CCOC(=O)c1ccc(NC(=S)N(CCCN2CCN(C)CC2)Cc2cccs2)cc1
[19] CCOc1ccc(C(=O)OCC(=O)Nc2cccnc2Cl)cc1OCC
[20] COCCCN(C(=O)CSCc1ccc(C)cc1)c1c(N)n(Cc2ccccc2)c(=O)[nH]c1=O
compound no.,11,12,13,14,15,16,17,18,19,20
VHR inh abs,26.7,14.4,-1.0,·,28.7,-17.2,-8.9,9.9,·,·
CCHFV vOTU inh,-7.9,-7.5,9.3,-8.8,-5.4,-2.9,-3.4,12.5,-11.3,6.0
FBA Mtb inh,-0.4,-3.1,-2.9,-1.0,2.5,-0.5,0.1,1.1,-2.0,1.4
MazF activator,-7.8,-19.1,-14.9,-3.4,-29.6,3.5,2.2,-0.4,2.4,-5.6
Rv3671c protease,-13.9,-3.2,10.4,1.3,-21.0,-3.5,-15.3,0.6,7.4,-1.0
FadD28 FP inh,0.3,-3.3,-3.5,0.3,-1.7,-4.5,-3.6,-0.5,-3.6,0.0
GDH-TPI counter,5.3,2.0,10.9,-2.9,13.3,-1.7,-1.4,2.4,3.5,-8.1
BoNT-F LC inh,-24.0,-7.1,-8.9,-8.7,2.8,1.0,-3.8,-10.8,-3.2,-2.2
Mtb UGM inh,0.3,-2.2,-0.5,-2.4,-2.2,0.0,-0.5,1.5,-0.2,5.6
Mtb BioA inh,-0.5,·,·,-0.4,-0.5,0.0,-1.8,·,-0.5,-2.8

[21] Cc1ccc(SCCC(=O)Nc2ccccc2C(=O)NC2CCCCC2)cc1
[22] Cn1ncc2c(Nc3cc(Cl)cc(Cl)c3)ncnc21
[23] COc1ccccc1N1CCN(C(=O)c2ccc(Br)o2)CC1
[24] O=C(c1ccncc1)c1ccc(Br)cc1
[25] O=C1c2ccccc2C(Nc2ccc3c(c2)OCO3)N1Cc1ccco1 (stereo not drawn)
[26] Cc1cccc(C(=O)O/N=C(\c2ccccc2)c2cccnc2)c1
[27] COc1ccc2oc(=N)c(C(=O)NCc3ccccc3)cc2c1
[28] Cc1ccc(O)c(C(=O)c2cnc3c(c2)c(-c2ccc(F)cc2)c(C#N)c(=O)n3C)c1
[29] CCN(C(=O)COc1cccnc1[N+](=O)[O-])C1CCS(=O)(=O)C1 (stereo not drawn)
[30] Cc1ccc(-c2nc(CSCC(=O)N3CCOCC3)c(C)o2)cc1
compound no.,21,22,23,24,25,26,27,28,29,30
VHR inh abs,-1.7,3.9,·,20.7,0.9,1.3,38.8,9.1,-1.8,32.2
CCHFV vOTU inh,-16.4,5.6,2.5,-18.6,-1.3,2.0,-23.1,6.4,-17.2,10.2
FBA Mtb inh,3.7,-1.8,4.0,2.5,0.1,1.0,13.9,2.5,-1.1,6.0
MazF activator,-2.0,13.5,-10.7,2.2,4.1,2.4,14.3,4.2,2.2,8.2
Rv3671c protease,-3.5,-22.9,-3.8,3.9,15.7,-7.0,·,-12.7,-7.9,7.3
FadD28 FP inh,-1.1,0.2,-2.0,-1.2,1.4,0.3,-2.5,-1.2,-0.9,-0.5
GDH-TPI counter,9.3,-5.1,1.1,14.0,-0.5,7.0,3.1,11.7,3.8,-7.3
BoNT-F LC inh,39.2*,-3.3,-11.0,-0.4,-6.4,-2.0,-0.6,-2.9,-1.7,6.0
Mtb UGM inh,0.8,0.4,1.0,-4.4,1.2,0.9,0.2,-0.9,0.9,0.2
Mtb BioA inh,·,0.9,-2.1,·,5.0,·,-2.2,·,-1.3,·

[31] O=C(O)C1CCN(C(=O)c2ccc3c(c2)OCO3)CC1
[32] CC(NCc1ccc(S(N)(=O)=O)cc1)C(=O)Nc1cc([N+](=O)[O-])ccc1Cl (stereo not drawn)
[33] CCOC(=O)N/N=C/C=C/c1ccccc1
[34] CN=C1SC(C(=O)O)CC(=O)N1C (stereo not drawn)
[35] Cc1ccc(S(=O)(=O)N2CCN(CC(=O)N3CCOCC3)CC2)cc1
[36] N/C(=N\OC(=O)Cc1ccc(-c2ccccc2)cc1)c1cccnc1
[37] COc1ccc([C@H]2CC(=O)C=C(c3ccccc3)C2)cc1OC
[38] c1ccc(CCc2nc3ccccc3[nH]2)cc1
[39] CCCCn1nc(C(=O)N[C@@H](CCSC)c2nc3ccccc3[nH]2)c2ccccc2c1=O
[40] Cc1nnc2n1N=C(c1ccc(F)cc1F)CS2
compound no.,31,32,33,34,35,36,37,38,39,40
VHR inh abs,9.7,44.0,-1.7,45.9,14.5,24.6,·,15.8,0.1,·
CCHFV vOTU inh,2.7,13.2,11.3,-18.4,11.0,-7.3,3.5,-4.0,11.2,-2.1
FBA Mtb inh,-1.9,2.5,-3.8,0.3,-1.1,2.2,5.5,5.7,0.4,1.0
MazF activator,3.1,9.4,-1.2,11.4,2.2,-3.3,-1.0,2.1,-1.4,8.0
Rv3671c protease,-1.1,0.9,-9.8,2.3,2.3,-6.7,-17.8,10.7,-1.3,3.3
FadD28 FP inh,-2.6,-1.2,-4.5,0.1,-2.0,-1.8,-1.4,-3.3,-1.9,-3.8
GDH-TPI counter,1.0,14.6,-0.4,-1.8,1.7,1.2,17.4,4.5,1.9,-7.3
BoNT-F LC inh,0.3,-1.3,2.2,-8.0,-17.2,3.2,-1.7,1.1,-0.3,-0.9
Mtb UGM inh,-1.4,0.6,2.1,-1.9,1.3,4.0,2.1,-0.3,2.6,-2.2
Mtb BioA inh,0.3,0.2,·,·,-0.1,4.0,-1.8,-1.0,-0.1,0.0

# A few values from the results shown.
# Result of no. 40 under GDH-TPI counter: -7.3
# Result of no. 32 under CCHFV vOTU inh: 13.2

# Further entries follow:
[41] Cc1noc(C)c1COc1ccc(C(=O)OCC(=O)NC(=O)C2COc3ccccc3O2)cc1 (stereo not drawn)
[42] Cc1ccc(C(OCC(O)CN2CCCCC2CO)c2ccccc2)cc1 (stereo not drawn)
[43] COc1cc(OC)cc(C(=O)NCC(=O)N2CCN(S(=O)(=O)c3ccccc3F)CC2)c1
[44] CC(C)CC1C(=O)N(Cc2cn(CCC3OCCCO3)nn2)CCS(=O)(=O)N1Cc1ccc(-c2ccc(Cl)cc2)cc1 (stereo not drawn)
[45] N/C(=N\OC(=O)C1CCCCC1)c1ccncc1
[46] O=C(/C=C/c1ccccc1)C1=C(O)C(=O)N(CCO)C1c1ccc2c(c1)OCO2 (stereo not drawn)
[47] COc1ccccc1CN1C(=O)[C@@H]2C(CC(N)=O)NC3(C(=O)Nc4c3ccc(Cl)c4C)[C@@H]2C1=O (stereo partly drawn)
[48] O=C(/C=C/NCc1cccnc1)c1ccc(-c2ccccc2)cc1
[49] O=C(CCN1CCN(CCO)CC1)Nc1ccc(OCc2ccccc2)cc1
[50] CCN(CC)C(=O)c1sc(NC(=O)c2cccnc2)c(C(=O)OC)c1C
[51] COc1ccc(N2CCN(C(=O)C(CCSC)N=C3NS(=O)(=O)c4ccccc43)CC2)cc1 (stereo not drawn)
compound no.,41,42,43,44,45,46,47,48,49,50,51
VHR inh abs,27.4,16.6,·,·,15.8,-7.4,-7.7,-22.4,39.0,-3.6,3.6
CCHFV vOTU inh,5.8,6.0,-7.1,3.8,12.1,7.2,-6.8,6.5,-9.3,10.5,0.7
FBA Mtb inh,0.8,-1.7,0.2,-0.4,-1.2,-0.3,1.9,5.1,-0.4,-0.8,-2.5
MazF activator,-5.8,7.9,-2.5,6.9,4.8,9.6,4.1,-8.5,1.2,-3.2,-0.4
Rv3671c protease,·,5.2,-1.9,·,11.9,-5.5,13.3,-13.1,-4.1,-3.3,3.4
FadD28 FP inh,-0.1,-3.3,-7.8,-1.8,-0.7,1.5,0.5,0.0,-3.1,-2.8,-1.6
GDH-TPI counter,12.0,-7.3,5.7,8.1,0.6,8.7,-1.4,36.0*,-5.8,8.5,-7.4
BoNT-F LC inh,5.6,-10.0,?,-0.8,-3.1,-10.2,4.7,8.2,1.8,-2.3,-4.5
Mtb UGM inh,·,0.7,-0.5,·,-1.5,-0.1,-1.6,0.2,-0.2,-1.2,-2.0
Mtb BioA inh,5.2,·,-1.9,·,·,0.7,-0.3,-2.3,-1.5,6.2,1.7

# A draw from above in order of length of the SMILES, highest first:
[41] Cc1noc(C)c1COc1ccc(C(=O)OCC(=O)NC(=O)C2COc3ccccc3O2)cc1 (stereo not drawn)
[50] CCN(CC)C(=O)c1sc(NC(=O)c2cccnc2)c(C(=O)OC)c1C
[49] O=C(CCN1CCN(CCO)CC1)Nc1ccc(OCc2ccccc2)cc1
compound no.,41,50,49
VHR inh abs,27.4,-3.6,39.0
CCHFV vOTU inh,5.8,10.5,-9.3
FBA Mtb inh,0.8,-0.8,-0.4
MazF activator,-5.8,-3.2,1.2
Rv3671c protease,·,-3.3,-4.1
FadD28 FP inh,-0.1,-2.8,-3.1
GDH-TPI counter,12.0,8.5,-5.8
BoNT-F LC inh,5.6,-2.3,1.8
Mtb UGM inh,·,-1.2,-0.2
Mtb BioA inh,5.2,6.2,-1.5

# Compound activity (PubChem)
